Keap1 Nrf2 FP: Keap1-Nrf2 protein-protein interaction inhibitors, primary screen, biochemical, fluorescence polarization, single point; Keap1 Kelch-Nrf2 peptide fluorescence polarization, 1536-well; hit rate 0.15% among 340,000; Kelch-like ECH-associated protein 1 (Homo sapiens), Q14145; inhibition, % at 9.4 µM; in the data active = inhibition above about 12%;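 note: human Keap1 Kelch domain with fluorescein labeled Nrf2 9mer peptide probe; 0% = neutral control wells and 100% = peptide positive control; higher means more block of Keap1 binding to Nrf2 peptide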
PfHsp90 set2: growth inhibition of PfHsp90-expressing yeast, primary screen, antimalarial PfHsp90 inhibitor project, S. cerevisiae, BacTiter-Glo luminescence, single point, set 2; BacTiter-Glo ATP, 48 h; yeast lacking PDR1 and PDR3 efflux regulators; inhibition, % at 9.4 µM; hit rate 0.32% among 310,000; AID 504621, 2011;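 active = every replicate shows inhibition above about 80%, whatever the replicate mean, limit read from the data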;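 note: 0% = DMSO neutral controls and 100% = 20 µM radicicol positive controls; yeast relying on Plasmodium falciparum Hsp90 in place of its own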
RTF Ca sens act: cardiac RTF calcium sensitivity activators, primary screen, biochemical, IANBD-TnC fluorescence, EC20 calcium. IANBD-labeled TnC RTF fluorescence at EC20 calcium; 0% EC20 calcium, 100% full calcium. hit rate 0.24% among 340,000. activation, % at 7.2 µM;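 active = activation above the mean over all tested compounds plus 3 SD, cut at about 30% in these data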;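 note: rise in fluorescence read as greater calcium sensitivity of cardiac thin filaments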
LANA DNA inh: inhibitors of KSHV C-LANA binding to DNA, primary screen, biochemical, fluorescence polarization, FAM-LBS DNA, MBP-C-LANA, single point; Kaposi's sarcoma herpesvirus LANA C-terminal domain (residues 932-1162) DNA binding; inhibition, % at 9 µM; hit rate 0.078% among 340,000;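 active = highest replicate inhibition at or above 60% at 9 µM, even if other replicates fall short; inactive = all replicates below 60% inhibition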;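 note: 0% = neutral control wells and 100% = 4 µM acridine orange control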
Cardiac RTF inh: cardiac RTF calcium sensitivity inhibitors, primary screen, biochemical, IANBD-TnC fluorescence, EC70 calcium; IANBD-labeled cardiac RTF, Ca2+ fluorescence; AID 493244, 2011; Troponin I, cardiac muscle (Homo sapiens) + Troponin T, cardiac muscle (Homo sapiens) + …; inhibition, % at 7.15 µM; hit rate 0.12% among 340,000;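 active = inhibition above the mean inhibition of all tested compounds plus 3 SD, cut at about 17% in these data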;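 note: assay run at fixed EC70 calcium of 1.6 mM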
NSD2 inh: NSD2 histone methyltransferase inhibitors, primary screen, biochemical, AlphaScreen, single concentration, set 2; Histone-lysine N-methyltransferase NSD2 (Homo sapiens), O96028; NSD2 peptide methylation, 120 min; inhibition, % at 12.5 µM; hit rate 0.54% among 310,000; in the data active = inhibition above about 50%
SUMO Mot1 rescue: yeast Mot1-301 growth rescue at high temperature, primary screen, SUMOylation pathway inhibitor project, S. cerevisiae, ATP luminescence, 38.5C; growth rescue, % at 18.8 µM; S. cerevisiae Mot1-301 growth rescue; percent above DMSO median, 100 means doubled; hit rate 1% among 320,000; AID 2716, 2010;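 active = every valid replicate shows activation above 250% relative to neutral control wells; inactive = the rest, any valid replicate at or below 250%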;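 note: OY570 slx delta 5 strain wells were the positive control but not used for scaling; some compounds called inactive have numbers as strong as hits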
PvdQ inh: P. aeruginosa PvdQ acylase inhibitors, primary screen, biochemical, fluorescence, plate reader and imaging, single point; purified PvdQ acylase; hit rate 0.063% among 340,000; inhibition, % at 10 µM; AID 488965, 2010; in the data active = inhibition above about 30%, passing the limit was not always enough;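 note: 0% = vehicle neutral wells and 100% = reference inhibitor wells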
Rtt109 Vps75: inhibitors of C. albicans Rtt109/Vps75 HAT, primary screen, biochemical, ThioGlo CoA-SH fluorescence, plate reader; inhibition, % at 34.9 µM; Histone acetyltransferase RTT109 (Candida albicans (strain SC5314 / ATCC MYA-2876)), …; hit rate 0.16% among 330,000; purified Rtt109/Vps75, 4 h; AID 540336, 2011;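 active = inhibition of at least 50% in every replicate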
Target sequence (Q5AAJ8 whole entry, looked up): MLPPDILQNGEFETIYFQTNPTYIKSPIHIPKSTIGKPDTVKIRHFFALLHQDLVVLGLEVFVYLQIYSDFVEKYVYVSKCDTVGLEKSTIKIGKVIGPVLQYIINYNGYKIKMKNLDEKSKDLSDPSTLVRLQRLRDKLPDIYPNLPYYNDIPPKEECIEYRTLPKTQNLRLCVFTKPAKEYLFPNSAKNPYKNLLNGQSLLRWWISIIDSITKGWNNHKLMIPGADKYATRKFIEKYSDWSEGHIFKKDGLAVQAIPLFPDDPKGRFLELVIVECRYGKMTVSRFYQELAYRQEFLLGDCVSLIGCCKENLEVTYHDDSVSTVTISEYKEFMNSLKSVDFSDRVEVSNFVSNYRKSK
dFosB activator: activators of delta FosB homodimer, primary screen, biochemical, fluorescence polarization, TAMRA-CDK5 oligo, single point | hit rate 0.99% among 340,000 | purified delta FosB; percent of positive-control signal above neutral wells | AID 493131, 2011 | activation, % at 25 µM | Protein FosB (Mus musculus), P13346;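 active = mean activation above about 17%, with every replicate also reaching it, limit read from the data, passing the limit was not always enough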;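 note: fluorescence polarization rise as delta FosB binds a TAMRA Cdk5 AP-1 oligo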
CDK5 inh: inhibitors of human CDK5/p35 kinase, primary screen, biochemical, single concentration; hit rate 0.01% among 330,000; Recombinant CDK5/p35, ADP-Glo luminescence, 60 min; inhibition, % at 10 µM; AID 488839, 2010; Cyclin-dependent kinase 5 (Homo sapiens) + Cyclin-dependent kinase 5 activator 1 (Homo …;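 active = highest replicate inhibition of at least 50% and at least 75% of replicates reaching 50%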;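 note: plate controls were DMSO neutral control for no effect and GW8510 at 10 µM for full effect; many of its hits are not listed in these tables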
Target sequence (Q00535 whole entry, looked up): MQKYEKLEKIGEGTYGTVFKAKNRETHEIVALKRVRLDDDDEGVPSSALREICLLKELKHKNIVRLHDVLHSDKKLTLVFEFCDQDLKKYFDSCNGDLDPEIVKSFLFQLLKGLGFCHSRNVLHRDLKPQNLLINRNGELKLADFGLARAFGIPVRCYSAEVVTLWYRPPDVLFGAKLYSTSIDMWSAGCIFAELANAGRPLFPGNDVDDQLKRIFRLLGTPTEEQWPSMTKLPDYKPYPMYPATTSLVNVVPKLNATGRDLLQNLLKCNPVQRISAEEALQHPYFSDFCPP
Target sequence (Q15078 whole entry, looked up): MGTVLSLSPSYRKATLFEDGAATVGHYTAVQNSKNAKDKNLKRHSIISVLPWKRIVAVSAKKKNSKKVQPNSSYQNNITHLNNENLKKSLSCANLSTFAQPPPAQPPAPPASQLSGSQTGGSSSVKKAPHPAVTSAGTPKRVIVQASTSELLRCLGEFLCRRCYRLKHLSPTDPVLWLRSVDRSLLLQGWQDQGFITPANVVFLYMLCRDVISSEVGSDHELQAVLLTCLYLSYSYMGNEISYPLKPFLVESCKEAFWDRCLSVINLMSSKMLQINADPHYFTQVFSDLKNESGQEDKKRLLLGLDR
Numbers without * were called inactive; . = not tested or not shown.

The line under a structure holds: NSD2 inh	dFosB activator	Keap1 Nrf2 FP	LANA DNA inh	PvdQ inh	SUMO Mot1 rescue	RTF Ca sens act	PfHsp90 set2	Rtt109 Vps75	CDK5 inh	Cardiac RTF inh
1. COc1ccc(-c2nnn(CC(=O)N(Cc3ccco3)C(C(=O)NCC3CCCO3)c3ccco3)n2)cc1 (centres undefined)
 : 3	-10	-1	-0.7	-14	-11	2	-4	-5	-1.8	3
2. COCCNC(=O)CN(Cc1ccco1)C(=O)CCC(=O)Nc1nccs1
 : -8	1	-5	0.4	-16	-4	3	-40	6	-0.7	-21
3. COc1ccc(CNC(=O)CN(Cc2ccccc2)C(=O)c2csnn2)cc1
 : -2	-9	-1	0.5	-2	80	-5	16	-1	1.2	-9
4. CCc1c(C(=O)NC(C)C2CCCO2)csc1C (centres undefined)
 : 0	1	-1	0.5	-3	2	-6	4	-3	-0.6	-3
5. COc1cccc(OC)c1OCCNCCO
 : 2	-2	-1	-0.9	-14	-8	4	-7	3	0.2	-11
6. Cc1cccc(Oc2cnn(C(C)(C)C)c(=O)c2Cl)c1
 : -2	-7	-4	1.2	-14	.	-1	-15	-5	1.0	4
7. CCOC(=O)N1CCN(c2c(NCCCOC(C)C)c(=O)c2=O)CC1
 : .	-4	-3	-0.6	-14	-4	-3	-12	-11	2.6	-2
8. CCCN1CCC(NC(=S)Nc2ccc(S(N)(=O)=O)cc2)CC1
 : 1	3	-6	-1.4	-11	3	0	10	-4	0.4	-2
9. CCCC(=O)N(CCN1CCOCC1)c1nc2c(C)ccc(C)c2s1
 : 1	-12	-4	-1.2	-16	0	-1	3	14	-3.0	5
10. COc1ccc(N2C(=O)C3[C@@H](C2=O)C2(Cl)C(Cl)=C(Cl)C3(Cl)C2(OC)OC)cc1 (some centres undefined)
 : -2	7	-2	2.2	22	42	6	18	10	-0.6	1
11. Cc1ccc(Cc2cnc(NC(=O)/C(C#N)=C/c3ccc(-c4ccccc4[N+](=O)[O-])o3)s2)cc1
 : .	-2	0	1.5	-3	8	2	-7	-7	-2.7	-1
12. Cc1ccc(NC(=O)COC(=O)C2CC2)cc1Cl
 : 2	1	-2	-0.6	-12	14	-2	-10	12	-0.4	-12
13. Cc1ccc(S(=O)(=O)N2CCN(c3ncnc4sccc34)CC2)cc1
 : 14	-7	-3	-0.4	-4	-17	-3	10	-11	-0.2	4
14. Cc1ccc(C)c(NC(=O)C2CC(O)CN2C(=O)OCc2ccccc2)c1 (centres undefined)
 : 26	-4	0	0.0	-5	2	0	-6	1	1.0	-1
15. COC(=O)c1ccc2c(c1)C(=O)/C(=C/c1ccc(C)cc1)O2
 : -1	0	-3	-2.3	-10	-13	3	.	1	0.3	2
16. Cc1ccc(C)c(-c2cc(C(=O)NN3CCOCC3)c3ccccc3n2)c1
 : -2	-9	3	0.9	-7	196	1	.	-10	1.0	-5
17. CC1CCN(C(=O)Cn2cc(S(=O)(=O)CC(=O)N3CCOCC3)c3ccccc32)CC1
 : .	-4	-1	-1.0	-10	5	2	12	-4	-0.3	-3
18. CCCCN1CC(COCc2ccccc2)Oc2cc(Br)ccc2S1(=O)=O (centres undefined)
 : .	-4	-2	-0.5	3	.	-1	5	2	0.0	-4
19. COc1cc(OC)nc(Oc2ccccc2C(=O)Oc2cccc(C)c2)n1
 : -7	-5	0	0.6	4	-7	-2	-8	-8	-0.6	4
20. COc1cc([N+](=O)[O-])cc(/C=N/NC(=O)c2ccc(C)nc2)c1O
 : 1	-10	-3	-0.5	0	-20	3	-6	5	-0.6	-8
21. COc1ccc(/C=N\NC(=O)CNC(=O)C2COc3ccccc3O2)cc1[N+](=O)[O-] (centres undefined)
 : 5	-2	1	0.1	-10	1	-4	6	6	0.2	-5
22. CC1(c2ccc3noc(-c4cccc(F)c4)c3c2)OCCO1
 : .	7	3	-2.5	-9	-12	-1	13	-2	-1.7	5
23. Cc1cccc(N(CC(=O)NC2CCCCC2)C(=O)CCC(=O)Nc2nccs2)c1
 : .	-5	2	-0.5	-16	-14	8	16	5	-0.2	-10
24. COc1ccc(S(=O)(=O)N2CCOC2CNC(=O)C(=O)NCCc2ccc(S(N)(=O)=O)cc2)cc1 (centres undefined)
 : .	0	-1	-1.2	-14	9	3	-13	-4	-0.2	-13
25. O=C(CCCCCNc1nc(=S)[nH]c2ccccc12)N1CCN(c2ccccn2)CC1
 : 3	-1	-1	-0.7	-14	9	2	-15	11	-0.4	-1
26. O=S(=O)(Nc1ccncc1Cl)c1cccc(Cl)c1Cl
 : 2	-5	-1	-1.2	0	-15	-4	12	14	-1.1	0
27. COc1cccc(C(=O)OCCN2CCOCC2)c1
 : 1	-2	-3	0.4	-13	-7	7	4	-1	-4.0	-4
28. CCCc1ccc2oc(C(=O)N3CCC(O)CC3)c(C)c2c1
 : -3	-8	-3	0.5	3	.	-2	-6	13	0.4	-1
29. CC(O)[C@H]1CNC(=O)C(=O)N1CCc1cc(C(F)(F)F)cc(C(F)(F)F)c1 (some centres undefined)
 : .	-5	-7	-0.1	-12	2	5	-4	-8	-0.9	1
30. COCCNC(=O)C(OC(=O)c1nsc(Cl)c1Cl)C(C)C (centres undefined)
 : 0	3	-1	0.3	-6	-6	-5	1	-5	0.4	0
31. CCCCCC(O)CCCC(=O)O (centres undefined)
 : .	-3	-6	-1.2	-11	.	8	5	-3	-0.1	-14
32. O=C(N/N=C/c1coc2ccc(Cl)cc2c1=O)c1cc(O)cc(O)c1
 : 6	-15	-3	-1.4	-4	-41	-2	9	-4	2.2	-4
33. O=S(=O)(c1ccccc1)c1nc(-c2ccccc2Cl)oc1NCCCN1CCOCC1
 : 1	-13	-7	-1.0	-5	3	-2	15	-1	0.7	5
34. N#C/C(=C/c1ccc(-c2ccccc2[N+](=O)[O-])o1)C(=O)NCCN1CCCCC1
 : 6	2	-1	0.2	-11	5	4	0	13	0.4	0
35. Cc1ccc(CNc2nc3c([nH]2)c(=O)n(C)c(=O)n3C)cc1
 : 0	1	-3	-1.8	4	4	-3	11	9	1.5	1
36. CCC(C)CCN1C(N(C)C)=NC[C@@H]1Cc1ccccc1 (some centres undefined)
 : .	-7	2	2.9	6	16	-3	-5	2	1.5	-10
37. O=C(CSc1nc(-c2ccccc2)nc2c1CCCC2)N1CCOCC1
 : -4	-16	1	0.6	-12	-5	1	3	-4	-0.3	10
38. O=C(Nc1ccc(S(=O)(=O)N2CCOCC2)cc1)C1CC(=O)N(c2ccc(F)cc2)C1 (centres undefined)
 : 1	-16	3	0.7	-13	-1	1	8	2	0.4	-1
39. CC(=O)n1cc([C@@H]2C=C(C(=O)N3CCN(Cc4ccc5c(c4)OCO5)CC3)O[C@H](OCCCCO)C2)c2ccccc21
 : .	-11	-5	-0.6	-8	15	-2	23	8	-1.0	-13
40. COc1ccccc1N(CN1CCCC1=O)C(=O)COc1ccccc1
 : -2	5	0	-0.3	0	-5	0	-17	6	-0.4	2
41. Cc1ccc(C(=O)N/N=C\c2cccs2)cn1
 : 0	-3	-6	0.8	-5	110	0	-4	-10	-10	-9
42. CC(=O)c1ccc(OCCCC(=O)Nc2ccc(C)c(S(=O)(=O)N3CCOCC3)c2)cc1
 : -2	-10	3	-0.5	4	.	-1	7	10	0.7	0
43. CCOCCCNC(=O)CN1C(=O)COc2ccc(S(=O)(=O)N3CCOCC3)cc21
 : 0	-5	-2	-1.5	-10	.	-2	-18	-9	-1.1	-5
44. COc1ccc(C(C)=O)cc1COC(=O)c1cc(C)oc1C
 : -1	-12	-1	-0.3	-7	2	0	-54	3	0.1	1
45. CC(=O)Nc1ccc(C(=O)OCC(=O)N2CCCC2=O)cc1
 : -1	-5	-1	0.4	-16	-13	1	-21	2	-12	-1
46. O=C(Nc1ccc2nc3n(c(=O)c2c1)CCCCC3)c1ccccc1Cl
 : .	-7	2	-0.1	-1	-8	-1	-3	3	-1.2	-2
47. COc1ccc(CNC2CCCc3ccccc32)cc1OC (centres undefined)
 : 0	-8	-5	0.9	-12	-6	10	-3	-6	-2.4	-17
48. O=C(NCc1ccc2c(c1)OCO2)C1CCN(S(=O)(=O)c2ccc(F)cc2)CC1
 : 2	-3	-1	2.1	-5	-11	0	28	-2	.	7

In the list so far, 6 have a furan ring, fused or not:
The line under a structure holds: NSD2 inh	dFosB activator	Keap1 Nrf2 FP	LANA DNA inh	PvdQ inh	SUMO Mot1 rescue	RTF Ca sens act	PfHsp90 set2	Rtt109 Vps75	CDK5 inh	Cardiac RTF inh
1. COc1ccc(-c2nnn(CC(=O)N(Cc3ccco3)C(C(=O)NCC3CCCO3)c3ccco3)n2)cc1 (centres undefined)
 : 3	-10	-1	-0.7	-14	-11	2	-4	-5	-1.8	3
2. COCCNC(=O)CN(Cc1ccco1)C(=O)CCC(=O)Nc1nccs1
 : -8	1	-5	0.4	-16	-4	3	-40	6	-0.7	-21
11. Cc1ccc(Cc2cnc(NC(=O)/C(C#N)=C/c3ccc(-c4ccccc4[N+](=O)[O-])o3)s2)cc1
 : .	-2	0	1.5	-3	8	2	-7	-7	-2.7	-1
28. CCCc1ccc2oc(C(=O)N3CCC(O)CC3)c(C)c2c1
 : -3	-8	-3	0.5	3	.	-2	-6	13	0.4	-1
34. N#C/C(=C/c1ccc(-c2ccccc2[N+](=O)[O-])o1)C(=O)NCCN1CCCCC1
 : 6	2	-1	0.2	-11	5	4	0	13	0.4	0
44. COc1ccc(C(C)=O)cc1COC(=O)c1cc(C)oc1C
 : -1	-12	-1	-0.3	-7	2	0	-54	3	0.1	1

Sorted by heavy-atom count (smallest number first): part of the list above.
The line under a structure holds: NSD2 inh	dFosB activator	Keap1 Nrf2 FP	LANA DNA inh	PvdQ inh	SUMO Mot1 rescue	RTF Ca sens act	PfHsp90 set2	Rtt109 Vps75	CDK5 inh	Cardiac RTF inh
41. Cc1ccc(C(=O)N/N=C\c2cccs2)cn1
 : 0	-3	-6	0.8	-5	110	0	-4	-10	-10	-9
45. CC(=O)Nc1ccc(C(=O)OCC(=O)N2CCCC2=O)cc1
 : -1	-5	-1	0.4	-16	-13	1	-21	2	-12	-1
48. O=C(NCc1ccc2c(c1)OCO2)C1CCN(S(=O)(=O)c2ccc(F)cc2)CC1
 : 2	-3	-1	2.1	-5	-11	0	28	-2	.	7

Source: PubChem BioAssay
